ERK EGF inh: inhibitors of EGF-stimulated ERK signaling pathway. HEK293-V1b, EGF-stimulated phospho-ERK AlphaScreen. Potency, µM (titrated, usually from 11.5 µM), for the others: top-dose activity change, negative = inhibition, actives largely listed as inhibitors. 0.41% of 130,000 active. AID 1454; active means well fitted inhibition curve with a large enough effect; inconclusive means small, poorly fitted or top-dose-only effect, or effect the other way;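 further: plate controls were stimulated vehicle wells for no effect and unstimulated vehicle basal for full effect; nearly all actives have a fitted effect of over 55% in size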
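Readout: AlphaScreen signal for phosphorylated ERK in lysed HEK293 cells stably expressing V1b. Stimulus 25 nM EGF, 5 min, following 30 min compound exposure. Data scaled to DMSO basal and full EGF activation.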
Numbers without * were called inactive; ? = inconclusive; & = joins results of further samples; [ ] = dose if it differs, or a comment. Potency means the concentration at half of the fitted maximal effect. Some of the compounds tested (hit frequency here may not be typical).

SMILES	ERK EGF inh
NC1=NC(c2ccccc2)=NC1(NC(=O)c1ccccc1)C(Cl)Cl (stereo not drawn)	-2%[57.5 µM]
O=C(CN1CCCC1)Nc1ccc(OCc2ccccc2)cc1	-1%
C=CCN1C(=O)/C(=C2/Sc3ccc(OC)cc3N2C)SC1=Nc1ccccc1	-2%
O=C(O)c1ccccc1C(=O)NC1Cc2ccccc2C1	-12%[57.5 µM]
COc1ccc(C(=O)Nc2ccc(CN3CCCCC3)cc2)cc1	4%
O=[N+]([O-])c1ccc2c(c1)nc1n2CCN(CC2CCCO2)C1 (stereo not drawn)	2%
CN=c1scc(-c2ccccc2F)n1/N=C(\C)c1cccnc1	?
CC(C)C[C@@H](CC(=O)N[C@@H](CCCN)CC(=O)N[C@@H]1CCNC[C@H]1C(=O)N[C@H](CC(=O)N[C@@H](CCC(=O)O)CC(=O)O)CC(C)C)NC(=O)[C@@H]1CCCC[C@H]1N	-5%
NC(=O)CC[C@H](NC(=O)OCc1ccccc1)C(=O)OCc1ccc(Cl)cc1	10%
O=C(CSc1ccc(C(F)(F)F)cn1)Nc1ccccc1	-8%[57.5 µM]
CCN(Cc1ccccc1)C(=O)CCc1nnc(CCCc2ccccc2)o1	-4%[57.5 µM]
C[C@]1(C(=O)NCCc2c[nH]c3ccccc23)C=C[C@@H](Cc2ccccc2)N1C(=O)c1ccccc1	2%&-4%
COc1ccc2[nH]c(-c3ccc(C)cc3)cc(=O)c2c1	10%
CC(=O)Nc1ccc(N2CCC(C)CC2)c([N+](=O)[O-])c1	?
Cc1ccnc(NS(=O)(=O)c2ccc(N)cc2)n1	-3%
NNC(=S)Nc1ccc(Cl)cc1	-5%
O=C(CN1C(=O)S/C(=C\C=C\c2ccccc2)C1=O)N1CCOCC1	2%[57.5 µM]
Cc1nc([N+](=O)[O-])c(NCCCO)n1Cc1ccccc1	3%
Cc1ccc(NC(=S)N(CCN2CCOCC2)Cc2ccccc2F)cc1Cl	-4%
CCCN1Cc2cccc(C(=O)NC(CC(=O)OCC)c3ccc(OCC)c(OC)c3)c2C1=O (stereo not drawn)	7%[57.5 µM]
O=[N+]([O-])c1ccc(N2CCN(CC(O)COc3ccccc3)CC2)cc1 (stereo not drawn)	7%
Cc1cc(C)c2nc(-n3nc(C)cc3N)cc(C)c2c1	-5%
Cc1ccc(/C=C2\Oc3c(ccc(O)c3CN3CCN(C)CC3)C2=O)cc1	-7%
COc1ccc2c(c1)OCC(Cc1ccc(OC)c(OC)c1)C2=O (stereo not drawn)	20%
CCC(C(=O)OCC(=O)Nc1c(Cl)cc(Cl)cc1Cl)c1ccccc1 (stereo not drawn)	-7%
Cc1cc(C)c(NC(=O)CCCSc2nnc(N)s2)c(C)c1	6%
Oc1c(Br)cc(Br)cc1C=NCc1ccccc1	-3%
Cc1ccc2nc(SCC3CCCCO3)[nH]c2c1 (stereo not drawn)	-5%[57.5 µM]
Cc1cccc(CSc2nnc([C@@H]3CCCN3C(=O)OC(C)(C)C)o2)c1	-12%[57.5 µM]
CCNC(=O)/C=C/c1ccccc1[N+](=O)[O-]	-4%
O=C(O)CCN(Cc1ccccc1)S(=O)(=O)c1ccccc1Cl	4%
C=CCn1c(O)c(N=NC(=S)Nc2ccc(OC)cc2)c2ccccc21	?
CC(C)(C)NC(=O)c1cc(Cl)ccc1[N+](=O)[O-]	-5%
CCOC(=O)C(=NC(C)CC)NNc1ccc(Br)cc1 (stereo not drawn)	-8%
CN1CCN(C2=Nc3cc(F)ccc3Cc3ccccc32)CC1	?
Cc1ccc(/C=N/NC(=O)C(=O)N/N=C/c2ccc(C)o2)o1	-3%
COc1ccc(C(=O)NC(=S)Nc2cccc(NC(=O)c3ccco3)c2)cc1[N+](=O)[O-]	1%
Cc1ccsc1/C=N/NC(=O)C1C(=O)NCC1c1ccccc1 (stereo not drawn)	-5%[57.5 µM]
CCc1n(CC(O)COCc2ccccc2)c2ccccc2[n+]1C (stereo not drawn)	-10%
O=C(Cc1cccs1)Nc1ccc(S(=O)(=O)N2CCCC2)cc1	8%
O=c1[nH]ncc(NCCc2ccccc2)c1Cl	-6%
CCCCc1nc(SCc2ccc([N+](=O)[O-])cc2)n[nH]1	-9%
Cc1ccsc1/C=C1/C(=O)NN(c2ccccc2)C1=O	12%
O=C(COC(=O)c1cc(F)c(F)cc1Cl)NC1CC1	-5%
COc1ccccc1N1C(=O)C2C(C(=O)c3ccccc3)=NN(c3ccccc3)C2C1=O (stereo not drawn)	-1%[57.5 µM]

Shown as comma-separated lines: entries from further up.
Compound,ERK EGF inh
CCNC(=O)/C=C/c1ccccc1[N+](=O)[O-],-4%
O=C(O)CCN(Cc1ccccc1)S(=O)(=O)c1ccccc1Cl,4%
C=CCn1c(O)c(N=NC(=S)Nc2ccc(OC)cc2)c2ccccc21,?
CC(C)(C)NC(=O)c1cc(Cl)ccc1[N+](=O)[O-],-5%
CCOC(=O)C(=NC(C)CC)NNc1ccc(Br)cc1 (stereo not drawn),-8%
CN1CCN(C2=Nc3cc(F)ccc3Cc3ccccc32)CC1,?
Cc1ccc(/C=N/NC(=O)C(=O)N/N=C/c2ccc(C)o2)o1,-3%
COc1ccc(C(=O)NC(=S)Nc2cccc(NC(=O)c3ccco3)c2)cc1[N+](=O)[O-],1%
Cc1ccsc1/C=N/NC(=O)C1C(=O)NCC1c1ccccc1 (stereo not drawn),-5%[57.5 µM]
CCc1n(CC(O)COCc2ccccc2)c2ccccc2[n+]1C (stereo not drawn),-10%
O=C(Cc1cccs1)Nc1ccc(S(=O)(=O)N2CCCC2)cc1,8%
O=c1[nH]ncc(NCCc2ccccc2)c1Cl,-6%
CCCCc1nc(SCc2ccc([N+](=O)[O-])cc2)n[nH]1,-9%
Cc1ccsc1/C=C1/C(=O)NN(c2ccccc2)C1=O,12%
O=C(COC(=O)c1cc(F)c(F)cc1Cl)NC1CC1,-5%
COc1ccccc1N1C(=O)C2C(C(=O)c3ccccc3)=NN(c3ccccc3)C2C1=O (stereo not drawn),-1%[57.5 µM]

Further results
SMILES	ERK EGF inh
CCOC(=O)Nc1n[nH]c(NC(=O)OCC)c1[N+](=O)[O-]	1%
Cc1[nH]c2ccccc2c1C(=O)COC(=O)c1c(-c2c(F)cccc2Cl)noc1C	-2%
CC(C)N(Cc1nc(-c2ccc3c(c2)OCO3)no1)Cc1nccn1C	-7%[57.5 µM]
CCOc1c(O)ccc(C2NC(=O)N(C)C(C)=C2C(=O)OC)c1[N+](=O)[O-] (stereo not drawn)	-1%
CC12CCC(C/C1=N/NC(=O)COc1ccccc1Cl)C2(C)C (stereo not drawn)	16%
CCOC(=O)C1=C(CC)Nc2ccccc2N/C1=N\S(=O)(=O)c1ccc2ccccc2c1	6%
Cc1cccc(NC(=O)CSc2nnc(CNC(=O)c3ccc(S(=O)(=O)N(C)C)cc3)n2-c2cccc(C)c2)c1	-4%
COc1ccc(CCC(=O)NCCc2nc3ccccc3[nH]2)cc1	1%
CC(C)NC(=O)CN1CCN(Cc2nc(-c3cccs3)no2)CC1	4%
Cc1ccc(S(=O)(=O)[N-]c2nc3ccccc3nc2-[n+]2cc(C)cc(C)c2)cc1	-14%[57.5 µM]
Cc1ccc2c(c1)c1c(n2CC(O)CN2CCC(C)CC2)CCCC1 (stereo not drawn)	?
COc1ccc2nc(NC(=O)CCNC(=O)c3ccccc3Cl)sc2c1	-4%
COc1cc(/C=C/C(=O)Nc2ccc(C)cc2)cc(OC)c1OC	-19%
COc1ccccc1NCCC(=O)OCC(=O)NC1CC1	5%
Nc1c2c(nc3ccccc13)CCCC2	?
C[C@@H]1NC(=O)c2cc([N+](=O)[O-])cc(I)c2NCC[C@@H](C(N)=O)NC(=O)[C@H](CC(N)=O)NC1=O	-9%
CCN1CCN(CC(=O)c2ccc(OC)cc2)CC1	-1%
CC(C)[C@H](NC(=O)c1ccccc1)C(=O)OCC(=O)NCCC1=CCCCC1	0%
Cc1ccc(C(=O)NS(=O)(=O)c2ccc(C)cc2)cc1	-12%[57.5 µM]
COc1ccc2[nH]cc(CCNc3ncncc3-c3ccccc3CN(C)C)c2c1	22%
COC(=O)c1ccc(CSc2nc3c(cnn3-c3ccc(C)c(C)c3)c(=O)[nH]2)o1	2%
O=C(NC(=S)NCCC1=CCCCC1)c1cccnc1	13%
CCc1ccc(NC(=O)CSc2nc(CSc3ccc(C)cc3)cc(=O)[nH]2)cc1	-10%[57.5 µM]
COC(=O)[C@@]1(Cc2ccc(F)cc2)[C@H]2c3cc(C(=O)N4CCCC4)n(CCc4c[nH]c5cc(F)ccc45)c3C[C@H]2CN1C(=O)c1ccccc1	13%
Cc1onc(-c2c(F)cccc2Cl)c1C(=O)c1ccccc1	6%[57.5 µM]
CCN1C(=O)/C(=C\c2ccncc2)SC1=Nc1ccc(C)c(C)c1	?
COc1ccc2c(c1OC)C(=O)N1N=C(c3ccc(Br)cc3)CC21 (stereo not drawn)	16%
COc1cc(OC)c2c(C)c(Cl)c(=O)oc2c1	-7%[57.5 µM]
Cc1ccc(/C=N/NC(=O)CN(Cc2ccccc2)S(=O)(=O)c2ccc3c(c2)OCCO3)cc1	9%
C=CCNC(=O)COc1ccc(S(=O)(=O)Nc2ccc(OCC)cc2)cc1	8%
O=C(C1=C[C@H](c2ccccc2)C[C@H](OCc2ccc(CO)cc2)O1)N1CCN(Cc2ccc3c(c2)OCO3)CC1	-8%[57.5 µM]
O=C(COc1ccc([N+](=O)[O-])cc1)Nc1ccc(CN2CCOCC2)cc1	-5%
C=CCNC(=O)COC(=O)c1ccc(Cl)c(S(N)(=O)=O)c1	-13%
Fc1ccccc1Cc1ccc(Cl)nn1	-4%
Cc1ccc(/C=N/Nc2ccc(C(=O)O)cc2)o1	-1%
COc1ccc(C2NC(=O)c3ccccc3N2)cc1OC (stereo not drawn)	-12%[57.5 µM]
CCn1cc(C(=O)Nc2cccc(C)c2)c(=O)c2ccc(C)nc21	9%
COC(=O)c1ccc(CC(=O)c2nc3ccccc3s2)cc1	0%
Cc1ccccc1NC(C)C(=O)N/N=C/c1c[nH]c2ccccc12 (stereo not drawn)	6%
C/C(=N\NC(=O)c1cccc(S(=O)(=O)Nc2ccccc2Cl)c1)c1ccco1	3%
CCC(C)N=C1CC(C)(C)CC(=O)/C1=C(/O)Cc1ccccc1 (stereo not drawn)	-4%
CCOc1ccc(-c2nc(CN(Cc3ccccc3)C[C@@H]3CCC(=O)N3)c(C)o2)cc1	?
CC(C)(C)NC(=O)C(=O)NN=C1CCCCCCC1	3%
CC(=O)Nc1cccc(NC(=O)C(F)(F)F)c1	-4%
Cc1ccc(S(=O)(=O)NN=C2CCC(C(C)(C)C)CC2)cc1[N+](=O)[O-] (stereo not drawn)	2%
COc1cc(CNc2ccc(O)cc2)cc(Br)c1OCc1ccccc1	-1%
CCOC(=O)NN1C(=O)c2ccccc2NC1c1ccccc1O (stereo not drawn)	-6%
O=C(Nc1cccc(C(F)(F)F)c1)c1cnccn1	3%
CC(C(=O)Nc1ccc(S(N)(=O)=O)cc1)N1CCc2ccccc21 (stereo not drawn)	4%
COc1ccc(-c2csc(N3CCN(C(=O)c4ccccc4)CC3)n2)cc1	?
CCOC(=O)NNc1ccccc1	7%[57.5 µM]
O=C(NCC1CCCO1)/C(=C\c1cccs1)NC(=O)c1ccccc1 (stereo not drawn)	6%
COC(=O)N1CCC2(CCCN(C(=O)Nc3cccc(C#N)c3)C2)CC1	-16%
COC(=O)CCN1CCc2cc(N=Nc3ccc([N+](=O)[O-])cc3)ccc21	?
CCOC(=O)N1CCN(Cc2nc(CC3CC3)no2)CC1	6%
CC1OC(OC2C(CO)OC(OC3C(CO)OC(O)C(O)C3O)C(O)C2O)C(O)C(O)C1NC1C=C(CO)C(O)C(O)C1O (stereo not drawn)	-26%
NNC(=O)c1ccc2nc(-c3ccc(Br)cc3)cn2c1	-2%
CC(=O)c1cccc(NC(=O)CC2S/C(=N/N=C/c3ccccc3)NC2=O)c1 (stereo not drawn)	8%
Cc1ccc(NC(=O)CC2S/C(=N/N=C3/NC(=O)CS3)NC2=O)cc1 (stereo not drawn)	-3%
C=CCC(C(=O)OC)(C(=O)OC)c1ccccc1[N+](=O)[O-]	-15%
Next compounds:
SMILES	ERK EGF inh
CCOc1ccc(-n2nc3ccc(NC(=O)c4ccc5c(c4)OCCO5)cc3n2)cc1	?
CC(=O)OC1CC[C@@]2(C)C(CCC3C2CC(=O)[C@@]2(C)C3CC3CC(C)=CC(=O)C32)C1 (stereo partly drawn)	6%[57.5 µM]
O=[N+]([O-])c1cccc(C2Nc3cccc4cccc(c34)N2)c1	1%
O=C1c2ccccc2C(Nc2ccc(F)cc2F)N1CCN1CCOCC1 (stereo not drawn)	6%
CCOC(=O)C(=O)C1C(=O)Nc2ccccc21 (stereo not drawn)	-8%[57.5 µM]
N#CCSc1nc2ccccc2c(=O)n1CCCC(=O)NCc1ccco1	-2%
Cc1ccc2cc(/C=N/NC(=O)c3ccc(F)cc3)c(Cl)nc2c1	6%
C/C(=N\NC(N)=S)c1cccnc1	-12%[57.5 µM]
Cc1cc(C)n2nc(C(=O)N/N=C/C=C/c3ccccc3)nc2n1	6%[57.5 µM]
COc1cc(C(=O)N2CCN(C(=O)c3ccco3)CC2)c([N+](=O)[O-])cc1OC	-4%
CC(O)Cc1cn([C@@H](CCCCNC(=O)OC(C)(C)C)C(=O)N2CCN(C(=O)OC(C)(C)C)CC2)nn1 (stereo partly drawn)	-11%[57.5 µM]
COc1ccc(N2CCN(Cc3nnnn3C3CCCCC3)CC2)cc1	-17%
CC(C)N1C(=O)CCC1C(=O)O (stereo not drawn)	7%

From PubChem
